Screens as filed in PubChem BioAssay.
core106 dimerization: inhibitors of HCV core protein dimerization, confirmation, biochemical, TR-FRET, triplicate (AID 2152) | TR-FRET GST-/Flag-core106 dimerization, HTRF; hits give high values | actives 1% (n = 2,300) | inhibition, % at 5 µM;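 active = mean inhibition over three replicate wells above the hit threshold derived in the earlier primary screen, cut at about 45% in these data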;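 also: 0% = DMSO wells and 100% = unlabelled core106 competitor control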
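Material: GST- and Flag-tagged HCV core106 peptides, dimerization via antibody TR-FRET. Medium: HEPES/KF buffer, pH 7.45. Doses: one 5 µM dose, 0.5% DMSO. Times: 4 h incubation, 22.5 °C. Detection: TR-FRET, excitation 340 nm, emission 671 and 617 nm. Measure: percent inhibition from emission ratio. Controls: unlabelled core106 and DMSO wells.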
Numbers without * were called inactive. A portion of the library (hit frequency here may not be typical).

entry	canonical_smiles	core106 dimerization
1	COc1cccc(/C=N/Nc2nc(Nc3ccccc3)nc(-n3nc(C)cc3C)n2)c1O	1
2	COc1ccc(NC(=O)c2cc(-c3ccc(C)o3)nc3ccccc23)cc1OC	0
3	COc1ccc(N2C(=O)/C(=C\c3ccco3)N=C2SCC(=O)N(C(C)C)C(C)C)cc1Cl	-6
4	CC(/C=N/NC(=O)c1cc(-c2ccc(Cl)cc2)nc2ccccc12)=C\c1ccco1	-3
5	Cc1ccc(-c2csc(NC(=O)c3ccno3)n2)cc1	7
6	O=C(Nc1ccccc1N1CCOCC1)C1Cc2ccccc2CN1C(=O)c1ccco1 (centres undefined)	-2
7	O=C(COC(=O)c1ccc(Oc2ccccc2)cc1)Nc1nnc(-c2ccccc2)o1	1
8	COc1ccc(OC)c(N2C(=O)[C@@H]3C(c4ccccc4Cl)=NO[C@@H]3C2=O)c1	4
9	Cc1ccc(N=Cc2c(O)n(-c3ccc4c(c3)OCO4)c(=O)c3ccccc23)cc1	1
10	O=C(Nc1ccccc1C(=O)OCC(=O)N1CCc2ccccc2C1)c1ccco1	2
11	CCn1c(SCC(=O)Nc2sc3c(c2C(N)=O)CCC(C)C3)nnc1-c1ccco1 (centres undefined)	7
12	Cc1ccc(NS(=O)(=O)c2ccc(NC(=O)c3ccc(-c4ccccc4)cc3)cc2)c(C)c1	-2
13	CC(=O)Nc1ccc(NC(=O)c2ccc(COc3ccc4c(C)cc(=O)oc4c3)cc2)cc1	-11
14	CC(C)CCSc1nc(N)c(C#N)cc1C#N	-5
15	COc1ccc(/C=C/C(=O)NCC(=O)N/N=C/c2cc(Br)ccc2OCc2ccccc2)cc1	5
16	O=C(N/N=C/C(Br)=C/c1ccccc1)c1n[nH]c2c1CCC2	44
17	Cc1ccc(N2C(=O)CS/C2=C(\C(Cl)=C(Cl)Cl)[N+](=O)[O-])cc1	-6
18	O=C(/C=C/c1ccc2ccccc2n1)N1CCN(c2ccccc2)CC1	-3
19	Cc1ccc2nc(N3CCN(S(=O)(=O)c4ccc(C)c(Cl)c4)CC3)c(C#N)cc2c1	20
20	CC(Sc1nc2cc(Cl)ccc2s1)C(=O)Nc1ccc2c(c1)OCO2 (centres undefined)	2
21	Cc1cccc(C(=O)N2CCc3cc(-c4nc(NC(=O)Cn5nnc6ccccc6c5=O)sc4C)ccc32)c1	8
22	O=C(Nc1nnc(-c2ccc3c(c2)CCCC3)o1)c1ccc(Cl)cc1Cl	-1
23	Cc1nnc(SCC(=O)NC(=O)NCc2ccco2)n1Cc1ccccc1	-13
24	Cc1cc(C)n(-c2cc(N3CCN(S(=O)(=O)c4ccc5ccccc5c4)CC3)ccc2[N+](=O)[O-])n1	4
25	O=C(COc1ccc(Cl)cc1Cl)Nc1ccc(-c2ccc(N3CCOCC3)nn2)cc1	-2
26	COc1ccc(N(CC(=O)N/N=C/c2ccc(-c3ccc([N+](=O)[O-])cc3)o2)S(=O)(=O)c2ccc(C)cc2)cc1Cl	0
27	Cc1ccc(-n2c(SCC(=O)NCc3ccco3)nc3sc4c(c3c2=O)CC(C)(C)SC4)cc1	-3
28	Cc1c(Cl)cccc1NC(=S)/C(=C(\[O-])c1ccc(Cl)s1)[n+]1ccccc1	-1
29	O=C1N[C@@H](Cc2ccccc2)C(=O)N2[C@H]1C[C@]1([C@]34C[C@H]5C(=O)N[C@@H](Cc6ccccc6)C(=O)N5[C@H]3N(S(=O)(=O)c3ccccc3)c3ccccc34)c3ccccc3N(S(=O)(=O)c3ccccc3)[C@H]21	16
30	C=CCOc1ccc(-c2nc3c(c(=O)[nH]c(=O)n3Cc3ccccc3)n2CCCOC)cc1	3
31	O=c1cc(O)c2sc(Nc3ccc(F)c(Cl)c3)nc2[nH]1	-7
32	O=C(c1ccco1)N(CCC(c1ccccc1)c1ccco1)Cc1ccco1 (centres undefined)	25
33	COCCCn1c(SCC(=O)Nc2sc3c(c2C#N)CCCC3)nnc1-c1ccncc1	-2
34	O=c1c2c3c(sc2ncn1Cc1ccc(F)cc1)CCC3	-1
35	Cc1ccc(-c2nc3ccsc3c(=O)o2)cc1	3
36	Cc1ccc(-c2cc(C(=O)NCc3cnn(C)c3C)c3cc(Br)ccc3n2)cc1	19
37	N#CC1(NC(=O)COC(=O)/C=C/c2ccc3ccccc3n2)CCCCC1	-1
38	N#C[C@@H]1[C@@H]2C(=O)N(c3ccc4c(c3)OCCO4)C(=O)[C@@H]2C2c3ccccc3C=CN21 (some centres undefined)	4
39	Cn1cccc1CC(=O)N/N=C/c1cc([N+](=O)[O-])ccc1Cl	6
40	Cc1ccc(NC(=O)COC(=O)/C=C/c2ccc(Br)o2)cc1S(=O)(=O)N(C)C	-6
41	COC(=O)c1cc2c(-c3ccccc3)c(C)c3ccccn3c-2c1C(=O)OC	20
42	COC/C=C/C1=CC2=CC(=O)C(C)(OC(=O)c3cccs3)C(=O)C2=CO1 (centres undefined)	10
43	Cc1cccc(NC(=O)CNC(=O)CCc2nc3sc4c(c3c(=O)[nH]2)CCCC4)c1C	20
44	CCOc1ccccc1N1Cc2ccccc2C1	2
45	COc1ccc2c(c1[N+](=O)[O-])CCC/C2=N/OC(=O)c1ccccc1SC	-1
46	O=C(CNC(=O)c1cccc(OC(F)F)c1)OCc1cc(=O)n2cc(Br)ccc2n1	-2
47	COCC(C)N1C(=O)Cc2c1nc(N)c1c(N)nc(N3CCN(c4ccccc4F)CC3)c(C#N)c21 (centres undefined)	-4
48	COc1ccccc1NC(=O)c1ccc(SCC(=O)NCc2ccccc2Cl)c([N+](=O)[O-])c1	-2
49	O=C(CSc1nc2c(c(=O)n1-c1ccc(Cl)cc1)SCC2)Nc1ccc2c(c1)OCCO2	-3
50	COC(=O)c1c(N2C(=O)[C@H]3[C@@H](C2=O)[C@]2(C(=O)Nc4c(C)cc(C)cc42)N2CCC[C@@H]32)sc(C)c1C	7

The list goes on:
entry	canonical_smiles	core106 dimerization
51	O=C(c1cc(-c2ccccn2)nc2ccc(Br)cc12)N1CCN(S(=O)(=O)c2ccccc2)CC1	17
52	CCOc1ccccc1C1C(C#N)=C(N)SC(N)=C1C#N	2
53	N#Cc1c(-c2ccccc2)c(-c2ccccc2)nn(CC(=O)NNC(=O)Nc2ccc(Cl)c(Cl)c2)c1=O	-8
54	COc1ccc(C(=O)Nc2cccc(-c3cc4ccccc4oc3=O)c2)cc1[N+](=O)[O-]	3
55	N#C/C(=C(/O)COC(=O)c1ccc(C#N)cc1)c1nc2ccccc2s1	5
56	Cc1cc(C)c2c(c1)[C@@H]1C=CC[C@@H]1[C@H](c1ccc(S(=O)(=O)N3CCOCC3)cc1)N2	9
57	O=C(Nc1nnc(C2CC2)s1)C1Cc2ccccc2CN1S(=O)(=O)c1cccs1 (centres undefined)	6
58	C/C=C/C=C/C(=O)Nc1cccc(C2=NOC3(C2)C[C@H](C(N)=O)N(C(=O)CC(c2ccccc2)c2ccccc2)C3)c1 (some centres undefined)	-2
59	Cc1cc(C)cc(-n2c(C)cc(/C=N/NC(=O)CN(c3c(C)cccc3C)S(C)(=O)=O)c2C)c1	-6
60	CC1=C(C(=O)OCc2ccccc2)C(c2ccccc2-c2ccccc2)NC(=O)N1CCCCCC(=O)O (centres undefined)	4
61	CS(=O)(=O)N1CCc2cc(-c3csc(NC(=O)C(c4ccccc4)c4ccccc4)n3)ccc21	-5
62	COc1ccc(N2CC(C(=O)Nc3nc4ccc(S(C)(=O)=O)cc4s3)CC2=O)cc1 (centres undefined)	6
63	Cc1oc(-c2ccc(Cl)cc2)cc1-c1nn2c(-c3ccoc3C)nnc2s1	53*
64	COC(=O)CCCC1=CC2=CC(=O)C(C)(OC(=O)C3CCCC3)C(=O)C2=CO1 (centres undefined)	33
65	C/C=C/C=C\C(=O)Nc1cccc(C2=NOC3(C2)C[C@H](C(N)=O)N(C(=O)/C=C/C)C3)c1 (some centres undefined)	18
66	c1coc(-c2ccnc3nc(-n4cccc4)nn23)c1	-5
67	CC(/C=N/NC(=O)CSc1nnc(SCc2ccccc2)s1)=C\c1ccco1	-3
68	O=C(O)C/C(=C\c1cc(Cl)c2c(c1)OCO2)c1nc2ccccc2s1	4
69	CCC1CCCCN1S(=O)(=O)c1ccc(C(=O)Nc2nnc(-c3cccs3)o2)cc1 (centres undefined)	3
70	C=CCN1C=C2C(=O)C(C)(OC(=O)CCc3ccccc3)C(=O)C=C2C=C1c1ccc(C#N)cc1 (centres undefined)	1
71	Cc1ccc(C(=O)CSc2cc(C)[nH]c(=O)n2)cc1	0
72	CCN(CC)c1ccc(NC(=O)CSc2ccsc2[N+](=O)[O-])c(C)c1	-1
73	COc1cc(OC)cc(C(=O)N/N=C/c2ccc(OC)c(COc3ccc4ccccc4c3)c2)c1	-1
74	CCOC(=O)c1ccc(N=c2sc(C(=O)OC)cc(=O)n2-c2ccc(C(=O)OCC)cc2)cc1	-6
75	N#C/C(=C\c1ccc(-c2cccc([N+](=O)[O-])c2)o1)C(=O)Nc1nc(-c2cccs2)cs1	10

Some of these compounds in order of count of non-hydrogen atoms, largest number first:
entry	canonical_smiles	core106 dimerization
58	C/C=C/C=C/C(=O)Nc1cccc(C2=NOC3(C2)C[C@H](C(N)=O)N(C(=O)CC(c2ccccc2)c2ccccc2)C3)c1 (some centres undefined)	-2
73	COc1cc(OC)cc(C(=O)N/N=C/c2ccc(OC)c(COc3ccc4ccccc4c3)c2)c1	-1
51	O=C(c1cc(-c2ccccn2)nc2ccc(Br)cc12)N1CCN(S(=O)(=O)c2ccccc2)CC1	17
62	COc1ccc(N2CC(C(=O)Nc3nc4ccc(S(C)(=O)=O)cc4s3)CC2=O)cc1 (centres undefined)	6
63	Cc1oc(-c2ccc(Cl)cc2)cc1-c1nn2c(-c3ccoc3C)nnc2s1	53*
72	CCN(CC)c1ccc(NC(=O)CSc2ccsc2[N+](=O)[O-])c(C)c1	-1

(list continues)
| cpd | SMILES | core106 dimerization |
| --- | --- | --- |
| 76 | CCOc1ccc(-c2ccc(NS(=O)(=O)c3cc([N+](=O)[O-])c(C)c([N+](=O)[O-])c3)cc2)nn1 | 0 |
| 77 | Nc1ccc2nn(-c3cc([N+](=O)[O-])ccc3O)nc2c1 | -8 |
| 78 | O=C1C(NS(=O)(=O)c2cccs2)=C(N2CCN(c3cccc(Cl)c3)CC2)C(=O)c2ccccc21 | 0 |
| 79 | Cc1cccc2c(N=Nc3ccc(S(=O)(=O)Nc4ccc(Cl)cc4)cc3[N+](=O)[O-])c(O)[nH]c12 | 39 |
| 80 | N#CC1=C(c2ccc(-c3ccccc3)cc2)COC1=O | 11 |
| 81 | O=[N+]([O-])c1ccc(Cl)c2c1C1C=CCC1C(c1ccccn1)N2 (centres undefined) | 40 |
| 82 | CCOc1ccc(C2C(C#N)=C(N)N(c3sc4c(c3C#N)CCCC4)C3=C2C(=O)CCC3)cc1 (centres undefined) | 4 |
| 83 | CCOc1ccc(N2C(=O)/C(=C\c3ccccc3OC)S(=O)(=O)C2c2cccc([N+](=O)[O-])c2)cc1 (centres undefined) | 1 |
| 84 | CCOc1cc(C2C(C#N)=C(N)SC(N)=C2C#N)ccc1OCCN1CCOCC1 | 22 |
| 85 | Cc1ccc([N+](=O)[O-])cc1-c1ccc(/C=N\n2nnnc2N)o1 | -3 |
| 86 | Cc1sc(NC(=O)c2sc3nc4c(C)cccc4cc3c2N)c(C#N)c1C | 0 |
| 87 | CCc1cccc2c1NC(=O)C21N2CCCC2C(C(=O)c2ccc3ccccc3c2)C12C(=O)Nc1ccccc12 (centres undefined) | 13 |
| 88 | N#Cc1c(N)oc(-c2cccs2)c1-c1cccs1 | -7 |
| 89 | CCOc1cc(/C=C2\C(=O)N(c3nc(-c4ccc(Br)cc4)cs3)N=C2c2ccccc2)ccc1O | 58* |
| 90 | COc1ccc(C(C(=O)NC2CCCC2)N(C(=O)c2snc(-c3ccc(F)cc3)c2N)c2ccccc2)cc1 (centres undefined) | 18 |
| 91 | Clc1cccc(Nc2ncnc3ccc(Br)cc23)c1 | 23 |
| 92 | N#CC(=C=[N-])C1=C(C#N)C(c2ccccc2F)C([n+]2ccccc2)C(O)(C2CC2)N1 (centres undefined) | -10 |
| 93 | N#CC(=C1CCCC1)c1nc(-c2cc3ccccc3oc2=O)cs1 | -3 |
| 94 | CCS(=O)(=O)N1Cc2ccccc2CC1C(=O)Nc1nc2ccc(C)cc2s1 (centres undefined) | -3 |
| 95 | Cc1ccc(-c2csc3ncn(-n4c(C)ccc4C)c(=O)c23)o1 | -1 |
| 96 | O=C(Cc1cccs1)Nc1ccc(-c2nnn(CC(=O)N3CCOCC3)n2)cc1 | 8 |

3 compounds picked at random from the list so far:
| cpd | SMILES | core106 dimerization |
| --- | --- | --- |
| 27 | Cc1ccc(-n2c(SCC(=O)NCc3ccco3)nc3sc4c(c3c2=O)CC(C)(C)SC4)cc1 | -3 |
| 48 | COc1ccccc1NC(=O)c1ccc(SCC(=O)NCc2ccccc2Cl)c([N+](=O)[O-])c1 | -2 |
| 46 | O=C(CNC(=O)c1cccc(OC(F)F)c1)OCc1cc(=O)n2cc(Br)ccc2n1 | -2 |
